GlmU inhibition: inhibition of mycobacterial GlmU enzyme – biochemical, glucosamine-1-phosphate acetyltransferase (AID 1376) | M. tuberculosis GlmU acetyltransferase enzyme assay; higher % means a stronger effect | actives 0.25% (n = 220,000) | inhibition, %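 (tested at 30 µM in the primary screen)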; hits with a dose series show IC50 in µM; in the data active = inhibition above about 13%;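 also: 0% = complete reaction with vehicle and 100% = reaction without substrate; strong numbers were not always called active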
Mtb RmlCD inh: M. tuberculosis RmlC/RmlD inhibition; P9WH09+P9WH11; RmlC+RmlD coupled enzyme assay, percent inhibition; primary screen in compound mixtures; inhibition, % at 3.6 µM; actives 0.03% (n = 160,000); AID 1533; in the data active = inhibition mostly above about 34%, no sharp cut-off; also: some results filed as inactive read as strong as hits
Target sequence (P9WH09 whole entry, looked up): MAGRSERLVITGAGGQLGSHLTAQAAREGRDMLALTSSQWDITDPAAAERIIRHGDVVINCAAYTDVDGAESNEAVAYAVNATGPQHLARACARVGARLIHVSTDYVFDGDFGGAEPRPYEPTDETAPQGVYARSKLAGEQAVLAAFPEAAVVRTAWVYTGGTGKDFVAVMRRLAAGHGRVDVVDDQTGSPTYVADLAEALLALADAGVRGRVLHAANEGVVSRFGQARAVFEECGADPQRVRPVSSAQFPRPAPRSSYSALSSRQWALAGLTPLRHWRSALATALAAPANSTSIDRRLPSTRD
Target sequence (P9WH11 whole entry, looked up): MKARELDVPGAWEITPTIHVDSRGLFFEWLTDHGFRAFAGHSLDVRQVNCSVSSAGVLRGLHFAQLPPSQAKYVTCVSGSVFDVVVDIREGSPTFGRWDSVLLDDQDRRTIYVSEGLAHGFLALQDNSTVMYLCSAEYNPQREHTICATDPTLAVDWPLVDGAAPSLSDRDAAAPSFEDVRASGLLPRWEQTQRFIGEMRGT
Numbers without * were called inactive. These rows are one share of the data; rates above refer to the full screens.

For N#Cc1c(NC(=O)c2ccccc2)sc2c1CCC2 the results were GlmU inhibition -8.9% and Mtb RmlCD inh 17.
For CC1(C)CC(=O)C(C(C2=C(O)CC(C)(C)CC2=O)c2ccc(Br)s2)C(=O)C1 (centres undefined) the results were GlmU inhibition 2.1% and Mtb RmlCD inh 17.
Screening CCOC(=O)CC(=O)CSc1nc(CC)c(C)cc1C#N returned GlmU inhibition 5.1% and Mtb RmlCD inh 36*.
`N#CCSCC(=O)Nc1ccc(Cl)cc1` gave GlmU inhibition 2.7%.
Screening Cc1ccc(C2OC34CCCCCC3C(C#N)(C(=N)O4)C2(C#N)C#N)cc1 (centres undefined) returned GlmU inhibition 0.1%.
For COC(=O)c1cc2c(ccn2-c2ccc(F)cc2)n1Cc1ccc(OC(C)=O)cc1 the results were GlmU inhibition -0.3% and Mtb RmlCD inh -12.
`O=C(C[n+]1ccc(C(=O)N/N=C/c2ccc(Cl)cc2Cl)cc1)c1ccccc1` gave GlmU inhibition -3.1%.
`COc1cc(NC(=O)CN2C(=O)CN(C)C2=O)c(C)cc1[N+](=O)[O-]` gave GlmU inhibition 5.0% and Mtb RmlCD inh -7.
NC(=O)[C@@H]1CC2(CC(c3cccc(NC(=O)CC(c4ccccc4)c4ccccc4)c3)=NO2)CN1C(=O)c1ccc(Cl)cc1 (some centres undefined) was read as GlmU inhibition 0.6% and Mtb RmlCD inh -9.
CSc1nc2ccc(NS(=O)(=O)c3ccc4c(c3)OCCO4)cc2s1 was read as GlmU inhibition 0.4%.
CCCn1c(SCCC(=O)O)nc2ccccc21 was read as GlmU inhibition -3.2%.
Screening O=C(NCC1CCCO1)c1ccc(Cn2c(=S)[nH]c3ccccc3c2=O)cc1 (centres undefined) returned GlmU inhibition -1.6% and Mtb RmlCD inh -6.
COc1ccc(Cn2c(=O)[nH]c3cc(C(=O)NC4CCCC4)ccc3c2=O)cc1 was read as GlmU inhibition -4.5% and Mtb RmlCD inh -4.
For CC1C(=O)N(Cc2ccc([N+](=O)[O-])cc2)c2ccccc2N1C(=O)C1CC1 (centres undefined) the results were GlmU inhibition -6.3% and Mtb RmlCD inh -9.
`COc1ccc2cc(C#N)c(SCC(=O)N3CC(=O)Nc4ccccc43)nc2c1` gave GlmU inhibition 0.5% and Mtb RmlCD inh -12.
Screening CC1(C)NC(=O)N(CCCCOc2ccc(Br)cc2Cl)C1=O returned GlmU inhibition 5.7% and Mtb RmlCD inh 7.
`COC(=O)c1ccccc1NC(=O)NCc1ccco1` gave GlmU inhibition 3.6%.
`Oc1ccc(Br)cc1/C=N/N1CCN(Cc2cccc3ccccc23)CC1` gave GlmU inhibition 3.5% and Mtb RmlCD inh -10.
N/C(=N\OS(=O)(=O)c1ccc2ccccc2c1)c1ccccn1 was read as GlmU inhibition 0.7% and Mtb RmlCD inh 4.
Screening O=C(CSc1nnc(SCc2ccccc2)s1)N/N=C/C=C/c1ccccc1[N+](=O)[O-] returned GlmU inhibition -4.8% and Mtb RmlCD inh 20.

Retrieved by structure from above (4):
Screening CCOC(=O)CC(=O)CSc1nc(CC)c(C)cc1C#N returned GlmU inhibition 5.1% and Mtb RmlCD inh 36*.
`Oc1ccc(Br)cc1/C=N/N1CCN(Cc2cccc3ccccc23)CC1` gave GlmU inhibition 3.5% and Mtb RmlCD inh -10.
Screening CC1(C)NC(=O)N(CCCCOc2ccc(Br)cc2Cl)C1=O returned GlmU inhibition 5.7% and Mtb RmlCD inh 7.
For COC(=O)c1cc2c(ccn2-c2ccc(F)cc2)n1Cc1ccc(OC(C)=O)cc1 the results were GlmU inhibition -0.3% and Mtb RmlCD inh -12.

A run of entries from the list above, for reference:
`O=C(C[n+]1ccc(C(=O)N/N=C/c2ccc(Cl)cc2Cl)cc1)c1ccccc1` gave GlmU inhibition -3.1%.
`COc1cc(NC(=O)CN2C(=O)CN(C)C2=O)c(C)cc1[N+](=O)[O-]` gave GlmU inhibition 5.0% and Mtb RmlCD inh -7.
NC(=O)[C@@H]1CC2(CC(c3cccc(NC(=O)CC(c4ccccc4)c4ccccc4)c3)=NO2)CN1C(=O)c1ccc(Cl)cc1 (some centres undefined) was read as GlmU inhibition 0.6% and Mtb RmlCD inh -9.
CSc1nc2ccc(NS(=O)(=O)c3ccc4c(c3)OCCO4)cc2s1 was read as GlmU inhibition 0.4%.
CCCn1c(SCCC(=O)O)nc2ccccc21 was read as GlmU inhibition -3.2%.

New compounds follow
For CC(=O)c1ccc(N2CCN(C(=O)CCCn3c(=S)[nH]c4cc5c(cc4c3=O)OCO5)CC2)cc1 the results were GlmU inhibition 1.3%.
CCCCCCC(=O)NNC(=O)CC(=O)Nc1ccccc1C(=O)O was read as GlmU inhibition -2.3% and Mtb RmlCD inh 9.
`O=C(CSCc1cccc(Cl)c1)Nc1ccccc1-c1ccccc1` gave GlmU inhibition -1.8% and Mtb RmlCD inh -8.
O=C(CN1CCN(c2ccccn2)CC1)Nc1cc(C(F)(F)F)ccc1Cl was read as GlmU inhibition 0.2% and Mtb RmlCD inh 9.
`COCCOC(=O)C1=C(C)NC(=O)NC1c1c(OC)ncnc1OC` (centres undefined) gave GlmU inhibition 0.4% and Mtb RmlCD inh -6.
For O=C1/C(=C/c2ccncc2)CCC/C1=C\c1ccncc1 the results were GlmU inhibition -2.1% and Mtb RmlCD inh -10.
For CCc1ccc(NC(=O)CSc2nc3cc(C(=O)OC)ccc3c(=O)n2CC2CCCO2)cc1 (centres undefined) the results were GlmU inhibition -3.0% and Mtb RmlCD inh 8.
`COc1cccc(-c2csc(N3CCN(C(=S)Nc4cccc(Cl)c4)CC3)n2)c1` gave GlmU inhibition -1.0%.
`CCn1c(SCc2cccnc2)nnc1-c1c[nH]c2ccccc12` gave GlmU inhibition -5.2% and Mtb RmlCD inh -4.
For O=C(Cc1ccc(NS(=O)(=O)c2ccc(F)cc2)cc1)NCc1ccccc1 the results were GlmU inhibition -0.3% and Mtb RmlCD inh 8.
`O=S(=O)(Nc1ncn[nH]1)c1ccc(Cl)cc1` gave Mtb RmlCD inh -5.
`COc1cc2c(cc1[N+](=O)[O-])n(C(C)C)c(=O)n2C(C)C` gave GlmU inhibition -1.5% and Mtb RmlCD inh -8.
`Cc1cc(Cl)nc(-c2ccccc2)n1` gave GlmU inhibition -5.5% and Mtb RmlCD inh 11.
O=C(NCC(c1cccs1)N1CCOCC1)c1ccccc1NS(=O)(=O)c1ccc(Br)cc1 (centres undefined) was read as GlmU inhibition -6.3% and Mtb RmlCD inh -8.
Screening Cn1nc(-c2ccccc2)c(/C=N/O)c1Cl returned GlmU inhibition 2.0% and Mtb RmlCD inh 14.
CCOC(=O)N1CCC(N2CCN(S(=O)(=O)CC)CC2)CC1 was read as GlmU inhibition 5.5%.
O=C(c1ccc(Br)cc1)C1CCc2occc2C1=O (centres undefined) was read as GlmU inhibition 1.0% and Mtb RmlCD inh 8.
`CCOC(=O)N/N=C/c1ccccc1OCc1ccc(Cl)cc1` gave GlmU inhibition 7.5% and Mtb RmlCD inh 2.
`Cc1ccc(S(=O)(=O)/C=C/c2ccccc2)cc1` gave GlmU inhibition 2.1%.
For O=c1[nH]c2ccc(S(=O)(=O)N3CCCCC3)cc2o1 the results were GlmU inhibition 0.2%.

Ordered by molar mass (high to low): four of the compounds above.
`O=C(CSCc1cccc(Cl)c1)Nc1ccccc1-c1ccccc1` gave GlmU inhibition -1.8% and Mtb RmlCD inh -8.
CCCCCCC(=O)NNC(=O)CC(=O)Nc1ccccc1C(=O)O was read as GlmU inhibition -2.3% and Mtb RmlCD inh 9.
`COc1cc2c(cc1[N+](=O)[O-])n(C(C)C)c(=O)n2C(C)C` gave GlmU inhibition -1.5% and Mtb RmlCD inh -8.
For O=c1[nH]c2ccc(S(=O)(=O)N3CCCCC3)cc2o1 the results were GlmU inhibition 0.2%.

Additional results.
CC1=C(C(=O)Nc2ccc(C)cn2)C(c2cnn(C)c2)C2=C(CCCC2=O)N1 (centres undefined) was read as GlmU inhibition 4.0% and Mtb RmlCD inh 1.
`CCOP(=O)(OCC)C(Nc1ccc(OC)cc1)c1ccco1` (centres undefined) gave GlmU inhibition 0.7% and Mtb RmlCD inh 1.
For CCCC(=O)Nc1sc(Cc2ccccc2)c(C)c1C(N)=O the results were GlmU inhibition 2.5%.
O=C(NC(=S)Nc1nc2c(s1)CCCC2)c1ccccc1 was read as GlmU inhibition -8.4%.
Screening COc1ccccc1C1NC(=O)NC(C)=C1C(C)=O (centres undefined) returned GlmU inhibition -0.9% and Mtb RmlCD inh 7.
For O=S(=O)(c1ccccc1)N1CCN(C2CCCCCCC2)CC1 the results were GlmU inhibition 1.2%.
`CCOCCCNC(=S)N1CCC(NC(=O)C2CCCCC2)CC1` gave GlmU inhibition 3.8% and Mtb RmlCD inh -12.
Screening O=C(c1ccco1)N1CCN(Cc2cccnc2)CC1 returned GlmU inhibition 0.5%.
Screening COc1ccc(NC(=O)C2CC(=O)OC23CCOC(C)(C)C3)cc1 (centres undefined) returned GlmU inhibition 2.6% and Mtb RmlCD inh -8.
Cc1ccc(S(=O)(=O)N[C@H](C(=O)N2CCC(C(=O)NCC(=O)O)CC2)C(C)C)cc1 was read as GlmU inhibition 1.2%.
`CCCc1nnc(NC(=O)OCC)s1` gave GlmU inhibition -7.2%.
Screening O=C(N/N=C/c1ccc2c(c1)OCO2)c1ccc2ccccc2n1 returned GlmU inhibition -1.8% and Mtb RmlCD inh 0.
COc1cc(N2C(=O)C=CC2=O)c(OC)cc1Cl was read as GlmU inhibition 0.8% and Mtb RmlCD inh -10.
Screening CCN1C(=O)/C(=C2/Sc3ccc(OC)cc3N2C)SC1=Nc1ccc(OC)cc1 returned GlmU inhibition -7.8% and Mtb RmlCD inh -5.
Screening CCCCN1C(=S)NC[C@@H]1Cc1ccccc1 returned GlmU inhibition 4.3%.
Screening Cc1cc(O)cc(O)c1C(=O)Cc1cscn1 returned GlmU inhibition 1.2% and Mtb RmlCD inh -6.
`CCN(CC)C(=O)CSc1nc2ccc(NC(=O)CSc3nccn3C)cc2s1` gave GlmU inhibition -4.3% and Mtb RmlCD inh 1.
For Cc1ccc(N2C(=O)C3C4C=CC(C4)C3C2=O)cc1C (centres undefined) the results were GlmU inhibition 1.1% and Mtb RmlCD inh 3.
For CC(=O)c1ccc(N2CCN(C(=O)C3CCC3)CC2)cc1 the results were GlmU inhibition -7.0% and Mtb RmlCD inh -11.
For O=c1c2ccccc2nc(-c2ccc([N+](=O)[O-])cc2)n1O the results were GlmU inhibition 3.7% and Mtb RmlCD inh 7.
Screening COc1ccc(CCNCCC(=O)Nc2c(C)cc(C)cc2C)cc1OC returned GlmU inhibition 1.0%.
`COc1ccc(CN(C)CC(=O)NC(C)c2ccccc2)cc1OC` (centres undefined) gave GlmU inhibition -1.0% and Mtb RmlCD inh -5.
`CS(=O)(=O)N(CCc1ccccc1)CC(=O)NCc1cccnc1` gave GlmU inhibition 1.5% and Mtb RmlCD inh -2.
`CCOC(=O)c1cc(OC(=O)c2cccs2)n(-c2ccccc2)n1` gave GlmU inhibition 16% and Mtb RmlCD inh -6.
COC(=O)c1ccccc1NC(=O)C(=O)NCc1ccncc1 was read as GlmU inhibition -3.1% and Mtb RmlCD inh -13.
COc1ccc2c(C)nc(Nc3nc(C)cc(C)n3)nc2c1 was read as GlmU inhibition -1.5% and Mtb RmlCD inh 0.
`O=C(c1ccco1)N1CCN(C(=O)c2ccccc2Oc2ccccc2)CC1` gave GlmU inhibition 1.1%.
`CC(C(=O)Nc1nc2ccccc2s1)n1cc([N+](=O)[O-])cn1` (centres undefined) gave GlmU inhibition 3.8% and Mtb RmlCD inh 7.
For CSc1cc(/C=N/O)c(SC)s1 the results were GlmU inhibition -0.7% and Mtb RmlCD inh 5.
Brc1ccc(CNc2cc3c(cc2Br)OCCO3)cc1 was read as GlmU inhibition -5.1% and Mtb RmlCD inh 1.
`CCOc1ccc(NS(=O)(=O)c2ccc(NC(=S)NC(=O)C(C)C)cc2)cc1` gave GlmU inhibition -5.2%.
COC(=O)c1cc(-c2ccc(Cl)cc2)n(-c2ccc(S(N)(=O)=O)cc2)n1 was read as GlmU inhibition 3.7% and Mtb RmlCD inh 4.
Screening CCOC(=O)C(C)c1n[nH]c(=O)c2ccccc12 (centres undefined) returned GlmU inhibition 0.4%.
Screening COc1ccc(-n2nc(C(=O)NCC(=O)NCc3ccc(F)cc3)c3ccccc3c2=O)c(OC)c1 returned GlmU inhibition 2.0% and Mtb RmlCD inh 0.
`O=C(NC1CCCC1)C(c1ccc(F)cc1)N(Cc1ccc(F)cc1)C(=O)CCl` (centres undefined) gave GlmU inhibition 1.0% and Mtb RmlCD inh -11.
O=C1NC(c2cccs2)C(C(=O)c2ccccc2)C(O)(C(F)(F)F)N1 (centres undefined) was read as GlmU inhibition 3.5%.
For CCOC(=O)CCCCNC(=O)Nc1ccccc1 the results were GlmU inhibition 2.2% and Mtb RmlCD inh 5.
COC(=O)C1=NN(c2ccc(Cl)cc2)C2C(=O)N(c3ccccc3OC)C(=O)C12 (centres undefined) was read as GlmU inhibition -2.0%.
For CC(C)(C)c1ccc(S(=O)(=O)NNC(=O)C2CCN(Cc3cccc(F)c3)CC2)cc1 the results were GlmU inhibition -4.5% and Mtb RmlCD inh 0.
O=C(Cc1cccc2ccccc12)N/N=C1\CCCc2ccccc21 was read as GlmU inhibition 0.2% and Mtb RmlCD inh -6.
For c1ccc(CNc2ccc3c(c2)ncn3C2CCCCC2)nc1 the results were GlmU inhibition 2.0% and Mtb RmlCD inh -13.
CSc1nc2ccc(NC(=O)C3=NNC(=O)CC3)cc2s1 was read as GlmU inhibition 5.3% and Mtb RmlCD inh -8.
For CCCn1c(SCC(=O)Nc2nonc2C)nnc1-c1ccoc1C the results were GlmU inhibition 2.8%.
For COc1ccc(C2/C=C\CN(S(=O)(=O)c3ccc(C)cc3)CC(=O)N2Cc2ccc(F)cc2)cc1 (centres undefined) the results were GlmU inhibition -0.7%.
For CCN(CC)CCOC(=O)/C=C/c1ccccc1OC the results were GlmU inhibition 2.8% and Mtb RmlCD inh -7.
